# KB-V1 MDR tox = KB-V1 MDR subline cytotoxicity | KB-V1 MDR cells viability, CellTiter-Glo, 72 h | Potency, µM (series often up to 46.1 µM), without a hit: at the highest dose activity change, negative = cytotoxicity, hits mostly cytotoxic | 400,000 compounds, 3.4% hits | AID 1347076; also: potency is read from the fitted curve at half-maximal effect; % is scaled to controls: 0 for no effect and ±100 for the full control effect; nearly all actives have a fitted effect of over 60% in size
#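 Luminescent ATP read-out (CellTiter-Glo, 10 min) measures survival of drug-selected KB-V1 MDR cells after 72 h, 37 degrees C compound exposure. Medium: phenol-red-free DMEM, 10% FBS. Values from fitted concentration-response curves.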
# TDP43 rescue = inhibitors of TDP-43 toxicity in yeast | 410,000 compounds, 1.8% hits | Potency, µM (series often up to 46.1 µM), for the others: top-dose growth rescue (activation), usual class: activators | AID 652104 | TDP-43 expressing yeast growth rescue, BacTiter-Glo, 24 h; also: potency is read from the fitted curve at half-maximal effect; % of control where 0% means no effect; nearly all actives have a fitted effect of over 50% in size
#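 Readout is BacTiter-Glo luminescence of cell growth, so inhibitors register as activators. TDP-43-expressing yeast at OD600=0.02 in galactose medium, after raffinose pregrowth to mid-log, were incubated with compound for 24 hr at 30 deg C.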
# HEK293 tox = cytotoxicity counter-screen for GLP-1 receptor inverse agonists | HEK293 cAMP-luciferase reporter cells, luminescence, 24 h | Potency, µM (highest dose often 38.3 µM), for the others: top-dose activity change, negative = inhibition, most hits filed as inhibitors | 410,000 compounds, 0.13% hits | AID 624418;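 also: loss of luciferase light is scored as toxicity; potency is read from the fitted curve at half-maximal effect; % is scaled to controls: 0 for no effect and ±100 for the full control effect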
#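 Cells in DMEM/10% Nu serum/1% pen-strep, 1536-well format. Pre-incubated 12 h, dosed with 23 nL compound, incubated a further 24 h. Luciferase detection, 12 min at room temp, luminescence.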
# GLP1R ag = GLP-1 receptor (human) agonism; P43220; HEK293 GLP-1R CRE-luciferase, luminescence, 4-6 h; cells express a hypersensitive GLP-1R form; Potency, µM (titrated, usually from 45.6 µM), without a hit: top-dose activation, actives largely listed as activators; 380,000 compounds, 0.007% hits; AID 624172; also: potency is read from the fitted curve at half-maximal effect; % of control where 0% means no effect
# Target sequence (P43220 whole entry, looked up): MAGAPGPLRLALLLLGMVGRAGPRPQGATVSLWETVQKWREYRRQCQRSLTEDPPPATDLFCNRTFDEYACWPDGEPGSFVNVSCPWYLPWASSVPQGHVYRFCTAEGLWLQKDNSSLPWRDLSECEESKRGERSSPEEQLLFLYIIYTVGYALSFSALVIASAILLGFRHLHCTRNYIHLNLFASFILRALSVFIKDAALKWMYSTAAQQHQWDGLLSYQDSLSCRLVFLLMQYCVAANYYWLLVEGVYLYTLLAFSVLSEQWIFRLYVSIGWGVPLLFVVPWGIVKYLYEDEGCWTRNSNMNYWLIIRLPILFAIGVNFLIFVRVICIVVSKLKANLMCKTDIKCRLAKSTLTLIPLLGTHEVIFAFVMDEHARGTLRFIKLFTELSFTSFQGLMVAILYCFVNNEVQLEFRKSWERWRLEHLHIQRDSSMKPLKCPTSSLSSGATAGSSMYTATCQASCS
# aSyn yeast inh = alpha-synuclein toxicity inhibition in yeast. Potency, µM (titrated, usually from 46.1 µM), inactives show at the top dose growth rescue (activation), actives largely listed as activators. Yeast expressing alpha-synuclein, growth rescue, BacTiter-Glo, 24 h. AID 652106. 370,000 compounds, 0.14% hits; also: potency is read from the fitted curve at half-maximal effect; % of control where 0% means no effect; nearly all actives have a fitted effect of over 65% in size
#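 Rescue of yeast growth: cells expressing toxic alpha-synuclein, induced in galactose at OD600 0.02, incubated with compound 24 h at 30 C. ATP luminescence quantified growth; inhibitors of toxicity appear as activators.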
# PTHR1 ag = PTHR1 (human) receptor agonism. Q03431. HEK293 GP2 PTHR1 cells, GloSensor cAMP luminescence, 1 h. Potency, µM (top dose mostly 115 µM), without a hit: at the highest dose activation, usual class: activators. 410,000 compounds, 0.075% hits. AID 743266; also: potency is read from the fitted curve at half-maximal effect; nearly all actives have a fitted effect of over 55% in size; some results filed as inactive show a strong effect at the top dose; inactives centre near -15; many of its hits are not listed in these tables
#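 HEK-293-derived GP2 cells expressing PTHR1 and a GloSensor cAMP reporter, 3,000/well, plated overnight, given luciferin plus IBMX (each 0.5 mM as added) for 1 h at 37 °C, then compound for 1 h at 37 °C. Luminescence was read after 15 min at room temperature.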
# D3 antag = blocks the human D3 dopamine receptor | P35462 | D3R cells, DiscoveRx beta-arrestin luminescence, antagonist mode; active compounds read low | max response, negative = inhibition, % | 360,000 compounds, 2.5% hits | AID 652054; in the data active = max response below about -50%; inconclusive = no clear call, values can overlap the other calls; also: % is scaled to controls: 0 for no effect and ±100 for the full control effect; mostly tested at two doses, the higher about 12 µM
# Target sequence (P35462 whole entry, looked up): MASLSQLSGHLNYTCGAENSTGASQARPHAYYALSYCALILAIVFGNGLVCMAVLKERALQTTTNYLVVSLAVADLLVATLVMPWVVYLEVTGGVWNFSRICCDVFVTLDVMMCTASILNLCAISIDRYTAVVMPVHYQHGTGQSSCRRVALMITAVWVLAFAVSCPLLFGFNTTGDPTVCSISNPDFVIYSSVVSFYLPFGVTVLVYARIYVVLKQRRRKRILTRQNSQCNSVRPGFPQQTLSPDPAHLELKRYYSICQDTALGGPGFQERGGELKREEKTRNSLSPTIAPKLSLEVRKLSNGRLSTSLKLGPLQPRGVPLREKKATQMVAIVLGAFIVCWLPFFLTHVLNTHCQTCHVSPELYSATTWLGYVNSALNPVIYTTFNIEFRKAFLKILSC
#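 Cells expressing the human receptor were seeded at 1500 cells/well, incubated overnight at 37 degrees C in 5% CO2, then exposed to library compounds with dopamine controls for 90 minutes at 37 degrees C before luminescent detection.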
# D3 ag = agonists of human D3 dopamine receptor; D3R DiscoveRx beta-arrestin cells, luminescence, 90 min; max activation, %; 410,000 compounds, 0.58% hits; AID 652048; in the data active = max activation above about 30%; also: 0% is about no effect; mostly tested at two doses, the higher about 12 µM
#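 Cells at 1500/well, incubated overnight, then treated with pinned compounds (dopamine as control) for 90 min at 37 degrees C. DiscoveRx reagent added for 30 - 60 minutes at room temperature; luminescence read.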
# GLP1R inv ag = acts as inverse agonist at human GLP-1 receptor; P43220; HEK293 GLP-1R CRE-luciferase, luminescence, 24 h; GLP-1R form is constitutively active; Potency, µM (top dose mostly 38.3 µM), without a hit: top-dose activity change, negative = inhibition, usual class: inhibitors; 410,000 compounds, 1.6% hits; also: potency is read from the fitted curve at half-maximal effect; % is scaled to controls: 0 for no effect and ±100 for the full control effect; nearly all actives have a fitted effect of over 55% in size
#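 Using stably transfected HEK293 (constitutively active GLP-1R, cAMP-luciferase reporter), compounds were incubated 24 hr and luciferase measured by luminescence.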
# Active calls of the source: *; i = inactive; ? = inconclusive; nt = no result given; [ ] = another dose, or the depositor's remark. Unless noted, calls follow the shape of the dose curve; as a rule, active = well fitted curve in the direction sought with a large enough effect; inconclusive = small, poorly fitted or top-dose-only effect, or another doubt; inactive = no such curve, though single readings can be large; an effect the other way counts as inactive or inconclusive.
# Order of values: D3 antag, D3 ag, GLP1R inv ag, KB-V1 MDR tox, aSyn yeast inh, TDP43 rescue, PTHR1 ag, HEK293 tox, GLP1R ag
CC1CN(C(=O)COC(=O)c2cnc(Cl)c(Cl)c2)CC(C)O1 (stereo unspecified)
→ 17, -12, 2%, nt, 2%, 12%, -3%, 10%, -16%
O=C(Nc1ccc(Br)cc1Cl)c1ccc2c(=O)n3c(nc2c1)CCC3
→ -15, -16, -4%, -29%, 12%, 3%, i, 1%, -1%
Cn1nc(C(C)(C)C)cc1C(=O)N1CCCCC1c1cc(C(=O)Nc2ccccc2Cl)no1 (stereo unspecified)
→ 35, -4, ?, ?, 2%, 1%, -89%[inhibitor], -10%, 4%
Nc1nc(N)c2cc(Sc3ccc4ccccc4c3)ccc2n1
→ 26, 1, 10µM*, -26%, -30%, -19%, -34%[inhibitor], ?, -8%
CC1CCN(C(=O)C2(NC(=O)Nc3cccc(F)c3)CCCCC2)CC1
→ 7, 2, -8%, 9%, 8%, -1%, -16%[57.5 µM], -5%, 1%
CCn1cc(C2C(C(=O)Nc3cc(C)ccn3)=C(C)NC3=C2C(=O)CC(C)(C)C3)c(C)n1 (stereo unspecified)
→ 4, 3, 0%, 28%, 3%, ?, -23%, 55%[activator], 0%
COC(=O)C1CC(=O)c2ccsc2C1 (stereo unspecified)
→ 11, 5, 2%, 12%, -2%, 0%, i, 3%, -3%
COc1ccccc1NCC(=O)c1ccc(Cl)cc1
→ -8, 0, 9%, 29%, 1%, -1%, -3%, 11%, 1%
CNS(=O)(=O)c1ccc2c(c1)[nH]c(=S)n2C
→ -1, -4, 9%, 8%, -1%, 9%, -20%, 3%, 3%
CC1Cc2ccccc2N1S(=O)(=O)c1cccc(C(=O)NCc2ccncc2)c1 (stereo unspecified)
→ 15, 6, -11%, nt, -4%, -9%, -46%[inhibitor], 0%, -5%
COc1cc(OC)cc(C(=O)N[C@H](C(=O)OCc2cc(=O)oc3cc(C)ccc23)C(C)C)c1
→ 0, 3, 0%, 3.7µM*, 11%, 10%, i, 4%, 13%
CCOC(=O)c1csc(COc2ccccc2Cl)n1
→ 3, 5, 4%, 9%, 10%, ?, -20%, -33%, 13%
COc1ccc(-c2cn(-c3ccccc3)nc2C(=O)O)cc1OC
→ -16, -3, 16%, -3%, 2%, -9%, -25%, 23%, -5%
CCOc1ccc(NC2=NC(C(=O)NCc3ccccc3)CC(=O)N2)cc1 (stereo unspecified)
→ 10, -5, 7%, 0%, -6%, -8%, i, -11%, -7%
O=C(Cn1cc(C(F)(F)F)cc(Cl)c1=O)NCc1ccc(Cl)cc1Cl
→ -24, 1, 9%, -2%, -3%, -14%, -9%, 8%, 14%
CCCS(=O)(=O)NCCc1cc2ccc(OC)cc2[nH]c1=O
→ 0, -3, 3%, -15%, -1%, 5%, -21%, 0%, 5%
CC(CCc1ccccc1)NC(=O)c1ccccc1 (stereo unspecified)
→ 30, -8, ?, ?, -1%, 7%, i, 4%, 18%
OCCNc1nc(C2CC2)nc2c1nnn2Cc1ccccc1Cl
→ 9, 2, 0%, 6.5µM*, 9%, -20%, i, -16%, 25%
O=C(O)COc1ccccc1/C=C1\SC(=S)N(/N=C/c2ccccc2O)C1=O
→ 16, 0, 2%, -2%, 3%, -7%, i, -3%, 5%
COC(=O)c1cn(NC(=O)Cc2ccc(OC)c(OC)c2)c(=O)c2ccccc12
→ 1, 1, 15%, 11%, 1%, 4%, 28%, 0%, 3%
CCn1c2ccccc2c2cc(C3C(C#N)=C(N)Oc4n[nH]c(COC)c43)ccc21 (stereo unspecified)
→ -17, 1, ?, 15%, 0%, -3%, 0%[57.5 µM], -15%, -11%
COc1cc(C(=O)Oc2cccc(C(=S)N3CCOCC3)c2)cc(OC)c1OC
→ -4, 5, 0%, nt, -4%, 14%, i, 16%, 6%
C1CCCCCC2(CCCCC1)OCC(CN1CCOCC1)O2 (stereo unspecified)
→ 28, -8, ?, ?, -2%, 0%, -32%, -5%, 2%
CCO[C@@H]1OC(C(N)=O)=C[C@H](c2ccccc2)[C@H]1CCCO
→ -8, -7, 6%, 16%, 3%, 21%, -18%, 1%, 5%
NC(=O)c1ccc(NC(=O)COC(=O)CCC2CCCCC2)cc1
→ -10, 1, 45%[activator], ?, -2%, 11%, 0%, -1%, -8%
COC(=O)/C(C#N)=C/c1c(N2CCN(Cc3ccc4c(c3)OCO4)CC2)nc2c(C)cccn2c1=O
→ -10, -18, 16%, 2%, -14%, -2%, -22%, 4%, 1%
Cc1ccc2c(=O)c(C(=O)c3ccccc3)cn(CC(=O)Nc3ccc4c(c3)OCCO4)c2n1
→ nt, 4, 8%, 9%, nt, 4%, i, 4%, nt
CCOC(=O)Cc1nn(Cc2nc(-c3ccc(C)cc3)cs2)c(=O)c2ccccc12
→ 2, 5, ?, ?, -11%, 0%, -38%[inhibitor], 2%, 17%
COCCCN=CC1=C(O)CC(C)(C)CC1=O
→ -16, -7, 2%, -17%, 0%, -7%, i, -7%, -12%
CN(C)c1ccc([N+](=O)[O-])cc1C(=O)NCC(c1ccco1)N(C)C (stereo unspecified)
→ -12, -17, 0%, -2%, -2%, -11%, -5%, ?, 12%
Nc1nc(SCc2ccc3c(c2)OCO3)n[nH]1
→ 7, -2, 35%[activator], 5%, 4%, 22%, i, 8%, -2%
Cc1cc(NC(=O)c2ccccc2Cl)c(C(C)C)cc1O
→ -19, 0, -1%, 9%, 7%, 9%, -13%, -2%, 23%
COc1ccc(C(=O)Nc2ccccc2N2CCN(C(=O)C(C)C)CC2)cc1Cl
→ 38, -3, ?, 0%, 0%, 8%, i, -19%, ?
CC1=CC(C)(C)N2C(=O)C3(C(C#N)=C(N)OC4=C3C(=O)CC(C)(C)C4)c3c(C)c(C)cc1c32 (stereo unspecified)
→ -19, 14, -12%, -17%, 3%, -21%, -3%[57.5 µM], -17%, 5%
CCCCC(CC)COC1(c2ccccc2)OC(=O)c2ccccc21 (stereo unspecified)
→ 8, -3, 0%, ?, 0%, -5%, -14%, 1%, -9%
CC(NCC(O)COCCC12CC3CC(CC(C3)C1)C2)c1ccccc1 (stereo unspecified)
→ 4, 0, 11µM*, ?, -10%, 9%, i, ?, -5%
CSc1ncnc2c1ncn2CCCN(C)Cc1ccco1
→ 3, -5, -17%, -20%, 0%, 15%, -11%, 6%, 7%
COc1ccc(C(CC(=O)O)N2C(=O)CCC2=O)cc1 (stereo unspecified)
→ -25, -11, 11%, -10%, 0%, -10%, -2%, 0%, 2%
COc1cc(NC(=O)C2(C)CCN2C(=O)C(C)C)cc(OC)c1OC (stereo unspecified)
→ 29, 7, -21%, 0%, 1%, 19%, i, 5%, -5%
COCCn1c(N)c(N(Cc2ccccc2)C(=O)c2ccc3ccccc3c2)c(=O)[nH]c1=O
→ 6, 2, 6%[7.66 µM], -1%, 2%, 9%, i, 8%[7.66 µM], -3%
N#Cc1ccc2ccn(CC(=O)NCc3ccco3)c2c1
→ -23, -3, -14%, 7%, -2%, -24%, i, 4%, 2%
CCOC(=O)CNc1nc(Cl)nc(Nc2ccc(Cl)cc2)n1
→ 1, 2, -10%, ?, -1%, 6%, -6%, -25%, -4%
Cc1ccc(-c2csc(N(CCO)CCCn3c(C(F)(F)F)nc4cc(C(F)(F)F)ccc43)n2)cc1
→ 4, -12, ?, 8%, 1%, 28%, i, 2%, -6%
CCOC(=O)c1ccc(NC(=O)CN(c2ccc(C)cc2)S(=O)(=O)c2c(C)n[nH]c2C)cc1
→ 6, 1, ?, 1%, 2%, 8%, -16%, -28%, 5%
Nc1ccc(CC(N)c2csc(Nc3nncc4ccccc34)n2)cc1 (stereo unspecified)
→ -22, -4, -35%, 23µM*, -2%, -32%[inhibitor], 2%, -23%, -2%
COc1cc(C(=O)O)cc(OC)c1OCc1cc(C(=O)O)oc1C
→ 46, 5, -2%, 28%, -4%, -2%, -4%[57.5 µM], -1%, -17%
COc1cccc(N2CC(NC(=O)c3cccs3)CC2=O)c1 (stereo unspecified)
→ nt, -7, 0%, nt, nt, 4%, i, 1%, nt
Cc1noc(-c2ccc(-c3noc(-c4ccc(F)cc4)n3)cc2)n1
→ nt, -13, 7%, 15%, nt, 6%, i, -6%, nt
CCC(C)(O)C(=O)N[C@H]1CCCN1C(=O)/C=C/c1ccccc1 (stereo partly specified)
→ -16, -10, 9%, -4%, -3%, -14%, 14%, 2%, 0%
CC(C)(NO)/C(=N\O)c1ccc(Cl)cc1
→ -16, -1, 4%, 9%, -6%, -6%, -10%[57.5 µM], 10%, -4%
CC(C)(C)c1ccc(-c2cc(-c3ccccc3O)[nH]n2)cc1
→ 5, -2, ?, ?, 0%, 15%, -32%[inhibitor], ?, -7%
Cc1cccc(C)c1OCC(=O)NCc1ccccc1
→ 17, -4, ?, -1%, 6%, ?, -23%, 34%[activator], 10%
Cc1c(-c2ccccc2)nc2ccccc2c1C(=O)NCc1cccs1
→ 19, -4, ?, 12µM*, -1%, -3%, -15%, -9%, 2%
COc1ccc(-c2c(C)c3ccc(O)c(CN4CCOCC4)c3oc2=O)cc1
→ nt, -8, 0%, -13%, nt, 23%[9.22 µM], ?, 190%[activator], nt

# Some entries already given, reduced to aSyn yeast inh.
smiles | aSyn yeast inh
CCn1cc(C2C(C(=O)Nc3cc(C)ccn3)=C(C)NC3=C2C(=O)CC(C)(C)C3)c(C)n1 (stereo unspecified) | 3%
COC(=O)C1CC(=O)c2ccsc2C1 (stereo unspecified) | -2%
COc1ccccc1NCC(=O)c1ccc(Cl)cc1 | 1%
CNS(=O)(=O)c1ccc2c(c1)[nH]c(=S)n2C | -1%
CC1Cc2ccccc2N1S(=O)(=O)c1cccc(C(=O)NCc2ccncc2)c1 (stereo unspecified) | -4%

# Only part of the results is shown (hit frequency here may not be typical).
